BCLXL inh – Bcl-xL (human) inhibition; Q07817; AID 2129; hit rate 0.7% among 320,000; GST-Bcl-xL / FITC-Bim BH3 peptide fluorescence polarization; inhibition, % at 10.9 µM;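 active = inhibition above the mean of all tested compounds plus 3 SD, cutoff set per campaign, cut at about 30% in these data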;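 note: 0% = DMSO wells and 100% = unlabeled Bim-BH3 peptide competitor; inhibitors lower millipolarization by displacing the labeled peptide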
Target sequence (Q07817 whole entry, looked up): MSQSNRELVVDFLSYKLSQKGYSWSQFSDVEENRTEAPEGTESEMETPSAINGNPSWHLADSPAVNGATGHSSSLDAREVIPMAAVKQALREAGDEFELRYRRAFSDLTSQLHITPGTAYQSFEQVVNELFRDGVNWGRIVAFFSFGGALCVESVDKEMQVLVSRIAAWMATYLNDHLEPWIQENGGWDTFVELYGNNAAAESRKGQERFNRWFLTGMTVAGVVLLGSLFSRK
GRK2 aptamer HTS – blocks RNA aptamer binding to human GRK2; AID 488847; hit rate 0.59% among 330,000; inhibition of aptamer binding, % at 10 µM; P25098; bead flow cytometry, FAM-aptamer displacement from GRK2;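 active = inhibition of aptamer binding above 40%, roughly 3 SD of noise, on plates passing a quality check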;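 note: median bead fluorescence of bound FAM aptamer so fluorescent compounds give negative values; no value below 0 was filed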
Efflux pump inh – antifungal efflux pump inhibition, Nile Red retention | S. cerevisiae Candida pump triplex | inhibition, % at 10 µM | hit rate 0.44% among 330,000 | AID 485275;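 active = plate passing quality check with inhibition over a set limit, or well fluorescence over plate mean plus 4 SD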;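 note: Nile Red retained in pooled yeast measured as flow cytometry median fluorescence; 0% = buffer negative control and 100% = Enniatin B positive control; higher means more Nile Red kept so more efflux inhibition; some compounds called inactive have numbers as strong as hits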
MEX-5 binding – C. elegans MEX-5 TCR-2 RNA binding activity; AID 1832; activity score (negative = inhibition of binding), % at 10 µM; MEX-5/FITC-TCR2 RNA binding, fluorescence polarization; hits give low values; hit rate 0.38% among 300,000; Q9XUB2;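 active = inhibition past about -25% in most replicates, and total fluorescence under double the plate's negative control median, limit read from the data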;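 note: 0% = DMSO and -100% = 5 µM competing unlabeled TCR2 RNA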
Target sequence (Q9XUB2 whole entry, looked up): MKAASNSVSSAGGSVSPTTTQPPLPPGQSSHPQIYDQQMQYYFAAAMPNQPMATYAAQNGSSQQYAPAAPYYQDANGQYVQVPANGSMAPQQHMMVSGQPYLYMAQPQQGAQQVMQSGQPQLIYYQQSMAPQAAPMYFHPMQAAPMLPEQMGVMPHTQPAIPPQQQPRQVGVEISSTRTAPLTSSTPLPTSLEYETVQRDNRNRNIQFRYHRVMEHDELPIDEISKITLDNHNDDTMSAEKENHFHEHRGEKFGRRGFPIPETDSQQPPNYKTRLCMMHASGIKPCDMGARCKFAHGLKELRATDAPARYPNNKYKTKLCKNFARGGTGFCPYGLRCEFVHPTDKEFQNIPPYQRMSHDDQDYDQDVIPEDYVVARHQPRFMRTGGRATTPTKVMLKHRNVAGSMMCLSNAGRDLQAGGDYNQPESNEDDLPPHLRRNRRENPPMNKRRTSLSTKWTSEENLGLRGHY
PME-1 inh – PME-1 (human) inhibition. Q9Y570. recombinant PME-1, FP-Rh probe fluorescence polarization. inhibition, % at 5.9 µM. hit rate 0.53% among 320,000;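 active = inhibition above the campaign mean of all compounds plus 3 SD, cut at about 26% in these data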;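 note: competitive labeling of PME-1 active site by serine hydrolase directed probe; 0% = PME-1 with DMSO and 100% = wells lacking PME-1 enzyme; inhibitors block probe labeling so polarization falls and inhibition rises; many of its hits are not listed in these tables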
MCL1 BIM primary – disrupts human MCL1 binding to BIM-BH3 peptide; GST-MCL1 / FITC-Bim-BH3 fluorescence polarization; inhibition, % at 10.9 µM; hit rate 0.68% among 320,000; AID 2057; Q07820;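 active = inhibition above the mean inhibition of all tested compounds plus 3 SD, set per campaign, cut at about 40% in these data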;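 note: 0% = DMSO wells and 100% = unlabeled Bim-BH3 peptide control; higher means more loss of mP so more displacement of Bim peptide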
Target sequence (Q07820 whole entry, looked up): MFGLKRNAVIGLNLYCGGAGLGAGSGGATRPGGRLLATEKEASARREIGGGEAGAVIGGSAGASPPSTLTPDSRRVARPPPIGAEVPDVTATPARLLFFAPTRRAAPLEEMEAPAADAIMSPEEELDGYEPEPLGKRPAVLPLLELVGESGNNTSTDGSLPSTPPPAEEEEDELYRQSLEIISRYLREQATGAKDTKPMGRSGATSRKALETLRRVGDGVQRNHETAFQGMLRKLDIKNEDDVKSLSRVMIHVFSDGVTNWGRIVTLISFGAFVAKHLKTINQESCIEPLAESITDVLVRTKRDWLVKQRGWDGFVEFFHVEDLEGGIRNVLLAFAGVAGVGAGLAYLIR
Fam108B inh – blocks mouse Fam108B hydrolase in RBBP9 counter-screen; recombinant Fam108B, FP-Rh probe fluorescence polarization; inhibition, % at 9.51 µM; hit rate 0.33% among 300,000;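 active = inhibition above the screen mean inhibition plus 3 SD, computed separately per campaign, cut at about 18% in these data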;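 note: inhibitors lower polarization as less probe binds the enzyme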
GLD-1 TGE inh – GLD-1-TGE RNA interaction inhibition (C. elegans) | AID 2280 | inhibition, % at 5.96 µM | purified GLD-1 + fluorescein TGE RNA, fluorescence polarization | Q17339 | hit rate 0.44% among 320,000;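 active = percent inhibition above a per-plate cutoff, the plate mean of test compounds plus 3 SD, cut at about 30% in these data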;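 note: 0% = DMSO wells with GLD-1 and probe and 100% = wells lacking GLD-1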
VLA-4 inh – inhibition in a human VLA-4 binding assay | P13612 | VLA-4 expressing cells, ligand binding flow cytometry | inhibition, % (about 7 µM as worked out from the volumes in the protocol) | hit rate 0.2% among 330,000 | AID 2557; in the data active = inhibition above about 50%
An asterisk follows results filed as active; . = no result given.

compound	GLD-1 TGE inh	PME-1 inh	BCLXL inh	VLA-4 inh	MEX-5 binding	GRK2 aptamer HTS	MCL1 BIM primary	Efflux pump inh	Fam108B inh
CCC1CCCCN1S(=O)(=O)c1ccc(S(=O)(=O)N2CCN(S(=O)(=O)CC)CC2)cc1 (stereo not given)	-2.5	-2.3	2.8	-2.3	1.5	0.0	-3.8	-0.1	-3.9
C=CCC[C@@H](Cc1ccc(F)cc1)C(=O)OC[C@H](C)NC(=O)[C@H](CC=C)CC(=O)N(CCO)Cc1ccccc1	6.5	.	.	17.2	.	0.0	.	0.1	.
O=C1C2CCCN2C(c2cccs2)N1c1ccc(Cl)cc1 (stereo not given)	-1.5	-3.5	6.2	14.2	4.1	0.0	8.6	-0.1	3.6
O=[N+]([O-])c1cccc2ccc(/C=C/c3ccc(C(F)(F)F)cc3)nc12	3.9	-7.9	1.8	1.5	5.6	1.0	-3.2	-0.3	-5.9
CN(C)C(=O)c1ccc(NC(=O)COC(=O)/C=C/c2cccs2)cc1	-3.8	-4.0	-6.5	-4.3	-4.4	2.0	-5.8	0.1	5.3
CC1C(=O)Nc2ccc(S(=O)(=O)Nc3ccccc3Br)cc2NC1=O (stereo not given)	-2.8	12.6	1.0	-3.7	2.4	0.0	8.3	-0.1	3.0
Cc1c(C)n(CCc2ccccc2)c2ncnc(NN)c12	-3.2	-11.3	1.0	-16.6	2.1	0.0	-0.4	0.3	-2.7
Cc1cccc(CSc2ncnc3c2cnn3Cc2ccccc2)c1	4.6	1.5	-2.1	-0.2	0.2	0.0	-8.1	0.1	-0.6
Cc1ccccc1CS(=O)(=O)CCC(=O)NCc1ccc(F)cc1Cl	0.6	-0.9	1.8	4.2	-1.9	0.0	3.0	-0.1	-3.1
Cc1cc(OC(C)C(=O)NCC2CCC(C(=O)O)CC2)c2c(C)c(C)c(=O)oc2c1 (stereo not given)	2.5	-1.1	3.1	17.8	-4.6	0.0	2.1	-0.1	-0.2
CCC(C)(C)C1CCC(=NNC(=O)c2ccoc2C)CC1 (stereo not given)	-3.4	0.2	-1.5	2.9	-1.4	0.0	8.9	0.1	3.0
Cn1c(SCC(=O)NC(=O)NCc2ccccc2)nnc1C(F)(F)F	1.6	-0.9	2.9	11.4	.	0.0	2.8	-0.1	.
O=C(CNC(=O)c1ccc(Cl)cc1Cl)Nc1ccc(F)cc1	8.9	-0.2	2.3	2.8	-3.9	0.0	5.9	0.0	4.5
COc1ccc(-c2noc(CCC(=O)NCc3cccnc3)n2)cc1OC	4.7	-6.6	3.0	9.0	-0.5	0.0	-7.7	-0.2	1.8
CCOc1cccc(NC(=O)/C(C#N)=C\c2cccnc2)c1	-0.2	-0.9	1.4	-6.8	-5.8	1.0	-1.3	-0.1	-2.7
COc1ccc(NC(=S)Nc2ccc(F)cc2)cc1	6.1	4.6	4.5	-6.3	1.6	0.0	9.3	0.0	2.2
CCCc1c(C(=O)N/N=C/c2cccc(OCc3ccc(F)cc3)c2)nnn1-c1nonc1N	2.0	-0.3	1.2	38.5	3.7	1.0	-4.7	-0.2	-1.6
Cc1ccc(NC(=O)C2CCN(S(C)(=O)=O)CC2)c(C)c1	.	.	.	6.1	4.3	1.0	.	0.0	.
Cc1[nH]n(-c2ccccc2)c(=O)c1N=Nc1ccc(C(N)=O)cc1	2.5	-0.2	12.2	15.1	2.0	0.0	20.5	0.1	4.9
Cc1cc(C)n(C(=O)c2ccc(C)c(S(=O)(=O)N3CCCC3)c2)n1	2.1	-6.4	5.0	14.7	-0.9	0.0	1.5	0.0	5.0
COC(=O)CSc1nnc(CCc2nc3ccccc3[nH]2)n1C	7.2	-7.4	0.3	-14.5	2.0	0.0	-1.2	-0.1	2.0
CCOc1ccc(-c2[nH]ncc2-c2csc(C)n2)c(O)c1	-0.8	-7.1	-1.2	0.5	0.4	6.0	4.8	-0.1	-0.9
Cc1ccc(S(=O)(=O)N2CCN(C(=O)CN3CCCCC3)C2C(C)C)cc1 (stereo not given)	7.0	3.1	2.3	-0.2	-1.6	0.0	9.9	-0.2	-1.7
Cc1nc2c(-c3ccc(F)cc3)c(C)nn2c(C)c1CCC(=O)N1CCC(Cc2ccccc2)CC1	3.3	0.6	0.6	-7.7	0.8	0.0	4.5	0.8	-1.8
CCC1=C(OC(=O)N(CC)CC)N2C(=O)OC(=NCC3CC3)[C@]2(C)[C@H]2C1=CC[C@H]1C(=O)NC(=O)[C@H]12	19.8	-0.3	2.6	25.8	2.0	4.0	-1.4	-0.1	0.1
Cc1ccc(S(=O)(=O)N2CCN(CC(=O)N/N=C\c3cccnc3)CC2)cc1	2.8	6.1	1.0	.	2.3	0.0	-4.3	-0.1	0.0
CCN(CC)S(=O)(=O)c1ccc(N2CCOCC2)c(NC(=O)C2CSC3(C)CCC(=O)N23)c1 (stereo not given)	5.0	5.2	2.7	1.9	-3.3	5.0	-4.6	-0.1	6.3
CC(=O)N1CCC(N(CCCOC(C)C)C(=O)Nc2ccc(Cl)cc2)CC1	-5.9	5.7	-2.1	1.5	-3.4	2.0	3.1	0.0	3.5
Cc1nn(-c2ccccc2)c(Cl)c1/C=N/NC(=O)c1nn(C)cc1[N+](=O)[O-]	-4.4	-0.1	9.4	7.8	-0.5	3.0	-4.3	0.2	-1.4
O=C(COc1ccc(S(=O)(=O)NC2CCCCC2)cc1)NC1CCCC1	4.8	2.2	-6.6	11.2	-1.7	3.0	-7.5	0.1	2.9
O=C(COC(=O)c1ccc2c(c1)OCCO2)NCc1ccccc1	5.2	-0.1	2.3	-0.4	-0.1	1.0	4.9	-0.2	-0.8
O=C(NCc1ccc2c(c1)OCO2)C1CCN(S(=O)(=O)N2CCOCC2)CC1	-10.1	1.0	-2.2	9.8	1.1	0.0	-7.4	0.2	0.0
COC(=O)c1ccc(CNC(=O)C2CCC(=O)N(Cc3cccc(F)c3)C2)cc1 (stereo not given)	2.5	3.5	8.8	-10.0	-5.9	6.0	4.0	0.3	2.9
CCOC(=O)/C(C(=O)Nc1ccc(Cl)cc1Cl)=C1/NC(C)(C)Cc2ccccc21	0.1	-1.2	0.0	-1.3	0.7	0.0	0.1	-0.2	-3.1
CC(C)=NOc1cc(NC(=O)CCl)cc([N+](=O)[O-])c1	3.3	12.4	1.1	18.3	4.4	4.0	1.6	0.1	3.3
COc1ccc2c(c1)c1nc3n(c(=O)c1n2CC(=O)Nc1ccccc1)CCS3	1.2	-2.1	2.4	4.0	-0.8	0.0	1.2	0.0	-1.8
CC(O)c1cccc(NC(=O)Nc2cccc(NC(=O)Nc3cccc(C(C)O)c3)c2)c1 (stereo not given)	.	.	.	4.2	1.8	1.0	.	0.4	.
CCCN(CCC)C(=O)C1CCCN1S(=O)(=O)c1cccc2nsnc12 (stereo not given)	-3.7	-7.0	5.6	-4.8	0.2	0.0	5.3	0.1	-0.2
O=C(NCCc1cccc(C(F)(F)F)c1)C1CCC(=O)N(CCc2cccc(F)c2)C1 (stereo not given)	-4.3	3.5	3.1	-109.9	0.2	1.0	4.5	0.0	-0.8
CCOC(=O)CN1C(=O)N[C@@H](CCc2ccccc2)C(C(=O)OC)=C1C	-5.3	1.6	-1.9	-3.2	-3.5	0.0	2.5	-0.1	2.8
Cc1cccc(NC(=O)c2cccc(NC(=O)c3ccccc3)c2)n1	3.5	-2.3	4.6	4.5	-1.6	0.0	9.6	0.0	-3.1
Nc1c(C(=O)NCc2ccccc2)sc2nc3c(cc12)C(=O)CCC3	2.3	2.0	4.3	-2.1	-2.2	0.0	8.1	-0.1	5.0
COc1ccc(CNCCC2(O)CC(C)N(C)CC2C)cc1OC (stereo not given)	5.7	-1.3	-1.1	34.9	0.6	1.0	-5.3	-0.1	2.6
CCOCCCNC(=O)CCn1nc(-c2ccc(Cl)cc2)ccc1=O	-6.7	-7.3	-0.6	-1.5	-0.4	0.0	-6.2	0.2	5.1
COc1ccccc1N(CC(=O)N(c1ccccc1)C(C)C)S(=O)(=O)c1cccs1	8.3	1.1	5.3	-1.8	0.2	1.0	0.4	0.0	-2.7
CCN1C(=O)[C@@H]2[C@@H](c3ccc(-c4ccc(OC)cc4)cc3)N3CCCC[C@@]3(C(=O)OC)[C@@H]2C1=O	-9.1	0.0	0.3	18.2	4.5	0.0	-1.1	-0.1	-2.4
O=C1N/C(=N/c2ccccn2)SC1Cc1ccccc1 (stereo not given)	6.2	0.5	6.7	-5.6	0.0	0.0	1.7	0.0	4.9
COc1ccc(C(=O)CCS(=O)(=O)c2ccc(C)cc2)cc1	-5.0	1.8	3.8	1.5	1.0	2.0	8.7	-0.1	1.5
Cc1nn(Cc2ccc(F)cc2)c2sc(C(=O)Nc3ccccc3N3CCOCC3)cc12	6.2	-1.1	-6.5	-21.0	1.3	3.0	-15.0	-0.1	-1.1
Cc1ccccc1NC(=O)CSc1ccc2nnc(-c3ccccn3)n2n1	4.3	-1.3	3.9	-13.7	1.3	1.0	-4.1	0.0	1.2
Cc1ccc(NC(=O)CN2CCCC2c2cccn2C)c(Br)c1 (stereo not given)	-0.3	.	.	20.8	.	0.0	.	0.2	.
O=C(O)c1cccc(Nc2cc(Cl)c3nonc3c2[N+](=O)[O-])c1	6.5	9.3	20.1	0.0	-6.4	5.0	22.3	-0.1	1.6
CN(C)CCN1C(=O)c2oc3ccccc3c(=O)c2C1c1ccc(F)cc1 (stereo not given)	5.2	6.7	3.0	9.1	-1.2	1.0	2.9	-0.1	-3.7
CC1(C)CC(=O)C2=C(C1)OC(N)=C([N+](=O)[O-])C2c1ccc(C#N)s1 (stereo not given)	8.1	7.3	6.5	7.6	-2.1	2.0	12.9	0.0	-2.1
Cc1ccc(C)c(-c2cc(C(=O)Nc3sc(C)c(C)c3C(N)=O)c3ccccc3n2)c1	4.0	-13.3	11.5	-10.8	1.4	2.0	5.3	-0.2	-10.2
CCOC(=O)c1c(C)sc2c1N(C(=O)CN1CCOCC1)c1cc(Cl)ccc1S2	-7.7	4.8	-2.6	0.8	1.3	0.0	-4.6	0.0	-1.6

Other structures:
compound	GLD-1 TGE inh	PME-1 inh	BCLXL inh	VLA-4 inh	MEX-5 binding	GRK2 aptamer HTS	MCL1 BIM primary	Efflux pump inh	Fam108B inh
Cc1ccc(S(=O)(=O)c2nc(Nc3nccs3)sc2Cl)cc1	-5.3	6.5	6.2	30.2	0.2	3.0	2.8	0.2	6.4
CC1=NN(C(N)=S)C(=O)C1N=Nc1cccc(Cl)c1 (stereo not given)	3.6	-3.4	9.2	12.2	-3.4	0.0	13.6	0.2	2.5
CC(C)/C=C/C(=O)N1CCCC(N2CCN(c3ccccc3F)CC2)C1 (stereo not given)	5.1	1.6	4.7	10.3	1.3	0.0	7.1	0.0	-1.5
COc1ccccc1CNc1ncnc2c1nnn2Cc1ccccc1	-11.1	-4.0	-0.5	-0.8	0.6	0.0	-4.8	0.2	-3.0
N#C/C(=C\c1ccccc1)C(=O)NNS(=O)(=O)c1ccc(Br)cc1	6.9	.	.	-0.4	.	0.0	.	-0.1	.
C/C(=N\O)c1ccn(S(=O)(=O)c2ccc(Cl)cc2)c1	3.2	-1.0	0.7	4.5	2.2	0.0	2.6	-0.1	-2.2
N#C/C(=C\c1ccccc1)C(=O)N(c1ccccn1)C1CCCCC1	-6.8	-2.2	0.1	5.5	0.3	4.0	-2.8	0.1	-2.8

An excerpt; rates above refer to the full screens.
